# TNAP inh no acc: human TNAP enzyme inhibitors, primary screen, biochemical, luminescent, no phosphate acceptor, uHTS. Alkaline phosphatase, tissue-nonspecific isozyme (Homo sapiens), P05186. purified TNAP, CDP-star luminescence, 30 min. inhibition, % at 20 µM. hit rate 0.26% among 200,000. AID 1012, 2008;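 active = tissue-nonspecific alkaline phosphatase inhibition above about 50% at 20 µM in the single-dose screen, limit read from the data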;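 note: 0% = DMSO negative control and 100% = EDTA positive control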
# Target sequence (P05186 whole entry, looked up): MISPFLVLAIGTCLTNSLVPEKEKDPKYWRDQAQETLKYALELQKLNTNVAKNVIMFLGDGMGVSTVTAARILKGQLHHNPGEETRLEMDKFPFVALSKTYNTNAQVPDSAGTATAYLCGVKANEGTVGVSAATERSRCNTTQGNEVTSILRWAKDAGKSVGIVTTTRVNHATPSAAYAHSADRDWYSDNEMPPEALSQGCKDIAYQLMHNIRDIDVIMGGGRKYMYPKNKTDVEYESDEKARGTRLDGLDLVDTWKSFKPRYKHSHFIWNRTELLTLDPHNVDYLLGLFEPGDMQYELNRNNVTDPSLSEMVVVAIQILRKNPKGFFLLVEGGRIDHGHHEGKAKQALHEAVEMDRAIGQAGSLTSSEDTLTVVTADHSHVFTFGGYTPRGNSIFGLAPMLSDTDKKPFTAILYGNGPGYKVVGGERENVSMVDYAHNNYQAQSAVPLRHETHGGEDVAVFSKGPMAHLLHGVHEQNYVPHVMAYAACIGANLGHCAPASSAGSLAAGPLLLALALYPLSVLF
# Efa HMGR inh: inhibitors of E. faecalis class II HMGR, primary screen, biochemical, Enterococcus faecalis; purified E. faecalis HMGR, NADPH absorbance 340 nm kinetic; HMG-CoA reductase (Enterococcus faecalis, mvaE); inhibition, % at 10 µM; hit rate 0.41% among 190,000;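 active = inhibition above a set limit, the median over all tested compounds plus 3 SD, cut at about 9.5% in these data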;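 note: enzyme runs in reverse so mevalonate oxidation gives rising NADPH absorbance; 0% = complete reaction with DMSO and 100% = background rate lacking mevalonate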
# PMI act satM6P: human PMI activators, high substrate, primary screen, biochemical, fluorescence intensity, near-saturating mannose 6-phosphate; hit rate 0.34% among 190,000; Mannose-6-phosphate isomerase (Homo sapiens), P34949; coupled PMI enzyme assay, resazurin fluorescence, 20 min; stronger effect = higher value; 1 = untreated enzyme, 0 = substrate-free blank; activation factor at 20 µM; AID 1216, 2008;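 active = activation factor of 2 or more at 20 µM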
#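 Material: human phosphomannose isomerase with PGI, G6PDH, diaphorase coupling enzymes; amount: PMI at 15 ng/mL final; also added: Mannose-6-phosphate 1.0 mM (near-saturating) plus 0.22 mM NADP+; incubation: enzyme reaction with compound 20 min at room temperature; signal: resorufin fluorescence (Ex 544/Em 590 nm) from resazurin via diaphorase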
# PMI activator: activators of human PMI, primary screen, biochemical, fluorescence intensity, near-Km mannose 6-phosphate | purified human PMI, coupled resazurin fluorescence, 20 min; stronger effect = higher value; 1 = vehicle control, 0 substrate-free wells | activation factor at 20 µM | hit rate 0.005% among 190,000;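 active = activation factor of 2 or more at 20 µM, relative to plate controls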
# S1P3 antag: S1P3 receptor antagonists, primary screen, cell-based | Sphingosine 1-phosphate receptor 3 (Homo sapiens), Q99500 | CHO S1P3 NFAT-BLA reporter, FRET fluorescence, antagonist mode | inhibition, % at 4.98 µM | hit rate 0.27% among 170,000;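 active = inhibition above the plate cutoff, the mean inhibition of test wells on that plate plus 3 SD, cut at about 28% in these data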;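 note: cells challenged with S1P at its EC80 of 0.8 µM; blue over green emission ratio from cleaved BLA substrate after 4 h stimulation; 0% = S1P-stimulated wells and 100% = unstimulated DMSO-only wells; some compounds past the cut are filed as inactive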
# Target sequence (Q99500 whole entry, looked up): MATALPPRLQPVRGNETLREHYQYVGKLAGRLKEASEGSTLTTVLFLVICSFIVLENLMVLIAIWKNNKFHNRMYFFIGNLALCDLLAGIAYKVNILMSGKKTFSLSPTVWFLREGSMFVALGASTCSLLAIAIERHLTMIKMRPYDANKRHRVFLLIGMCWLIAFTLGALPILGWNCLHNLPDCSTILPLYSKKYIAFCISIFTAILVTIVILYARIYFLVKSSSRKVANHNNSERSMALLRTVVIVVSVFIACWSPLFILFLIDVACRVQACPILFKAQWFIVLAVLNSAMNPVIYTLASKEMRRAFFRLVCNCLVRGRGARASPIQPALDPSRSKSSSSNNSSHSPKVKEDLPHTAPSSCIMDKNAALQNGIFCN
# TNAP inh hiacc: human TNAP enzyme inhibitors, primary screen, biochemical, luminescent, high phosphate acceptor level, uHTS; Alkaline phosphatase, tissue-nonspecific isozyme (Homo sapiens), P05186; purified TNAP, CDP-star luminescence, 1 M DEA; inhibition, % at 20 µM; hit rate 0.03% among 200,000;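 active = over 50% inhibition of tissue-nonspecific alkaline phosphatase at 20 µM in the single-dose screen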;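 note: plate controls were DMSO wells for no effect and EDTA-quenched wells as full inhibition for full effect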
# L major viab: Leishmania major promastigote growth inhibition, primary screen | inhibition, % at 10 µM | Leishmania major promastigotes, resazurin fluorescence viability | AID 1063, 2008 | hit rate 9% among 200,000; in the data active = inhibition above about 50%;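 note: promastigotes grown with compound for 44 hours at 28 °C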
# Hsp70 act: Hsp70 transcriptional activators, primary screen, cell-based, HeLa, Hsp70 promoter luciferase, luminescence, 10 µM. HeLa Hsp70 promoter luciferase reporter; scaled: vehicle 0, proteasome-inhibitor control 100%. AID 1203, 2008. hit rate 0.04% among 200,000. activation, % at 10 µM;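 active = activation above the mean across all tested compounds plus 3 SD, cutoff set per campaign, cut at about 5.5% in these data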;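 note: 100% = MG132 at 30 µM as the positive control and 0% = DMSO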
# Redox H2O2 prof: compounds producing H2O2 with reducing agent – biochemical, NIH compound library profiling, artefact control for MLSCN library redox annotation, primary screen; hit rate 0.03% among 200,000; activation, % at 10 µM; DTT-dependent redox cycling H2O2, phenol red/HRP absorbance; 100% = 100 µM peroxide control, 0% = buffer;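 active = activation of at least 50% relative to the plate's high and low controls in the primary single-dose screen; inactive = activation below 50%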;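 note: compound incubated with DTT at 0.8 mM final as the reducing agent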
# RAM network inh: inhibitors of the yeast RAM network, primary screen, dse1pr::URA3 reporter, 5-FOA selection; S. cerevisiae dse1pr::URA3 reporter, 5-FOA growth OD615, 2 d; analog-sensitive cbk1-as2 kinase mutant strain; hit rate 1.8% among 190,000; inhibition, % at 50 µM;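 active = inhibition above a set limit, 3 SD over mean compound inhibition, cut at about 8.4% in these data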;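 note: 0% = DMSO-only wells with no growth and 100% = 10 µM 1-NA-PP1 full growth; inhibition rescues growth on 5-FOA so higher OD means more RAM inhibition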
# Numbers without * were called inactive; x = no result given.
SMILES,TNAP inh no acc,Efa HMGR inh,PMI act satM6P,PMI activator,S1P3 antag,TNAP inh hiacc,L major viab,Hsp70 act,Redox H2O2 prof,RAM network inh
COc1ccc(Br)cc1CNC(=O)Cc1c(C(=O)O)[nH]c2ccc(Cl)cc12,-16,3,1,1.1,-12,-8,-19,0.1,-3.2,4.0
CCCOc1ccc(C(=O)N2CCCC2C(=O)O)cc1 (stereo unspecified),-7,-8,1,1,0,-6,-7,-0.5,2.3,0.0
COC(=O)Oc1cncc(C(=O)O)c1,-8,3,1.1,1.1,x,-3,-7,-0.2,-3.4,0.9
N#CCCN1CCN(Cn2c3ccccc3c3ccccc32)CC1,-8,-1,1,1,-15,-5,3,-0.6,-0.9,4.5
Cc1nc2ccc(NC(=S)N3CCC(C)CC3)cc2nc1C,-11,-2,0.4,0.8,1,-1,-1,-0.1,0.6,1.1
O=C(c1cn(-c2ccccc2)nc1-c1ccc(Cl)cc1)N1CCOCC1,-6,1,0.9,1,-18,-3,3,-0.3,0.1,-0.1
CCOC(=O)N1CCC(N2CC34C=CC(O3)C(C(=O)Nc3ccc(C)cc3)C4C2=O)CC1 (stereo unspecified),-14,-8,1.1,1,-10,-5,-5,-0.1,-0.6,-0.6
Cc1nn(C(=O)c2ccco2)c(C)c1Sc1ccccc1,-23,-6,0.8,0.8,x,-6,0,-0.4,-4.3,3.1
Cc1ccc(Nc2nc(N)nc(CN3CCC(C)CC3)n2)c(C)c1,x,-3,x,x,x,x,62*,-0.1,2.9,1.1
Cn1c(-c2ccc(C(C)(C)C)cc2)n[nH]c1=S,4,-6,0.8,0.7,12,0,-2,-0.2,4.7,0.1
COc1ccc(-c2nnn(CC(=O)N(CCCO)C(C(=O)NC3CCCC3)c3ccncc3)n2)cc1 (stereo unspecified),-7,5,1,1.1,-4,1,0,0.1,-0.2,1.9
CC(C)c1nc2sc3c(=O)[nH]cnc3c2c2c1CCC2,-18,-2,1.1,0.9,2,-1,9,0.0,-0.3,1.9
CCOC(=O)C1=C(C)N(CCCCCC(=O)O)C(=O)NC1c1ccccc1Cl (stereo unspecified),-12,-7,1.1,1.1,-6,-3,-3,-0.1,-0.5,3.8
Cc1sc2nc(COC(=O)c3ccc(N4CCCC4)c([N+](=O)[O-])c3)[nH]c(=O)c2c1C,10,2,0.9,0.9,-13,5,-4,-0.3,0.5,2.9
O=C(Cn1cnc2c(cnn2-c2ccccc2)c1=O)Nc1ccc(S(=O)(=O)N2CCOCC2)cc1,-14,-1,0.9,0.9,0,-6,37,-0.3,-0.1,4.8

# Two of the compounds above, with two lines to a compound:
# Fields: TNAP inh no acc | Efa HMGR inh | PMI act satM6P | PMI activator | S1P3 antag | TNAP inh hiacc | L major viab | Hsp70 act | Redox H2O2 prof | RAM network inh
> CC(C)c1nc2sc3c(=O)[nH]cnc3c2c2c1CCC2
 : -18 | -2 | 1.1 | 0.9 | 2 | -1 | 9 | 0.0 | -0.3 | 1.9
> CCOC(=O)C1=C(C)N(CCCCCC(=O)O)C(=O)NC1c1ccccc1Cl (stereo unspecified)
 : -12 | -7 | 1.1 | 1.1 | -6 | -3 | -3 | -0.1 | -0.5 | 3.8

# The list continues.
SMILES,TNAP inh no acc,Efa HMGR inh,PMI act satM6P,PMI activator,S1P3 antag,TNAP inh hiacc,L major viab,Hsp70 act,Redox H2O2 prof,RAM network inh
CC(OC(=O)C12CC3CC(CC(O)(C3)C1)C2)C(N)=O (stereo unspecified),-5,2,1,1,-18,3,-1,0.0,-0.5,-0.4
COC(=O)C1=C(C)NC2=C(C(=O)CC(c3cccs3)C2)C1c1ccsc1 (stereo unspecified),-11,1,1,1.1,x,-9,26,-0.5,-0.8,1.3
O=c1oc2ccccc2cc1-c1ccccc1,-7,-2,1,1,-8,-8,-2,0.3,-0.6,1.8
Cc1csc(NS(=O)(=O)c2cccc([N+](=O)[O-])c2)n1,-7,-6,0.9,0.9,6,-2,0,0.2,-0.6,0.5
COc1ccc(/C=C(\NC(=O)c2ccc(OCC(C)C)cc2)C(=O)OCc2ccco2)cc1,-18,-3,0.9,0.9,10,2,27,-0.3,0.5,12*
CC(C)(C)c1cc(/C=N/O)cc(C(C)(C)C)c1O,-8,-5,1,1,-7,-2,12,-0.2,0.7,0.3
CC(=O)c1ccc(-c2cccs2)s1,-6,0,1,1,-26,1,0,-0.3,-1.4,1.1
CCOC(=O)N1CCC(Nc2ccc(N3C(=O)C4CCCCC4C3=O)cc2[N+](=O)[O-])CC1 (stereo unspecified),10,-3,1.1,1,-4,18,11,0.1,1.8,1.0
COc1ccc(CN2CCNC(=O)C2CC(=O)N(C)Cc2ccncn2)c(OC)c1 (stereo unspecified),-2,-4,0.8,1,-7,-4,-3,0.3,1.0,-0.1
COC(=O)Cn1c(=O)oc2ccc(C)cc21,-8,-6,0.9,0.9,-3,-3,-11,-0.2,0.0,0.0
COc1ccc(-c2c(C)n([O-])c(C)c(C)[n+]2=O)cc1,-6,-3,1,0.9,x,1,-6,-0.1,0.1,0.6
COc1cc(CN2CCC(C(=O)NC3CCCC3)CC2)cc(Br)c1O,-11,-2,0.9,0.8,-45,-4,16,0.2,1.9,-0.2
O=[N+]([O-])c1ccc(Cl)c(S(=O)(=O)N2CCCCCC2)c1,-12,-1,0.9,0.9,13,-5,15,-0.4,-0.1,0.9
Cc1cc(C(=O)CSc2nncs2)c(C)n1-c1c(C)n(C)n(-c2ccccc2)c1=O,-7,-3,1,1,-18,-1,-8,-0.1,2.2,-0.2
CC(C)(C)c1ccc(C(=O)N2CCNCC2)cc1,4,-1,1,1.1,x,2,12,-0.2,0.2,0.0
Cc1ccc(NC(=O)c2ccccc2[N+](=O)[O-])nc1,-8,1,1,1,5,-2,1,0.2,-0.2,4.0
CCOC(=O)c1c2ccc(OCC(=O)N/N=C/c3ccc(Cl)cc3)cc2n2ccccc12,-4,7,0.5,0.7,x,1,10,0.4,-3.6,7.6
CCOC(=O)NN1C(=O)c2ccccc2NC1(C)C,-1,-1,1,1.1,-9,2,10,-0.3,-0.3,0.0
CC(=O)Oc1c(S(=O)(=O)c2ccc(C)cc2)c(C)nn1-c1ccccc1,1,-4,1,1.1,-9,-6,-6,-0.5,1.6,0.3
COC(CNC(=O)C(=O)NCC1OCCN1C(=O)c1ccc(Cl)cc1)OC (stereo unspecified),-8,1,1,1,-23,-2,-2,0.1,-0.5,0.8
COc1cc(/C=N/NC(=O)c2cccs2)ccc1OCc1ccccc1,1,-3,0.8,0.8,x,1,3,-0.1,0.2,1.3
Cc1cc(C(=O)N/N=C/c2cc([N+](=O)[O-])cc(C)c2O)n[nH]1,-86,1,1.3,0.8,-1,16,80*,-0.4,0.2,-0.1
COc1ccc(C(C(=O)NC(C)C)N(C(=O)CCC(=O)Nc2nccs2)c2ccccc2F)cc1 (stereo unspecified),-2,-4,0.9,0.9,-13,-6,-3,-0.2,-0.6,4.7
Cc1cc(-c2ccccc2)nc(SCC(=O)c2cccc([N+](=O)[O-])c2)n1,-12,-4,0.9,0.9,x,-6,1,0.0,-4.2,11*
Cc1ccc(S(=O)(=O)CC(=O)Nc2nc(-c3ccccc3)cs2)cc1,-18,-7,1,1,x,-2,10,-0.4,0.2,2.2
Cc1nc2ccccc2n1CCc1ccccc1,-7,7,1,0.9,6,-6,-6,-0.1,-0.4,0.2
COc1cc(CNC(C)(C)CO)cc(Br)c1OCc1ccc(Cl)cc1,-7,-3,0.8,0.9,1,-6,98*,-0.5,-0.2,-0.3
COc1ccc2c(c1)N(C)/C(=C1/SC(=NCc3ccccc3)N(c3ccccc3)C1=O)S2,-2,4,0.9,1,x,-5,-8,-0.1,-7.3,4.9
COC(=O)c1sccc1NC(=O)NC1CCCCC1,-11,-2,1,1,-13,-2,5,-0.2,-0.1,1.7
O=C(O)c1ccccc1NS(=O)(=O)c1ccc2c3c(cccc13)C(=O)N2,0,-3,1,1,-4,-2,-8,0.1,-0.4,4.3
CC1(C)C(c2cccs2)=[N+]([O-])C2(CCCCC/C2=N\NC(N)=S)N1O (stereo unspecified),14,-1,1.1,1.1,x,-1,-3,-0.1,2.6,0.8
CC(C)(C)Oc1ncc(Br)c(OC(C)(C)C)n1,-14,-1,1.1,0.9,-15,-8,-10,-0.2,0.4,0.6
COc1ccc(S(=O)(=O)N(C)c2ccc(C(=O)N3CCOCC3)cc2)cc1,-8,5,1,0.9,-10,-3,-5,-0.2,3.9,-0.3
CCOc1ccc2c(c1)[N+](C)(C)C(C)(C)C=C2C,-13,2,0.8,0.6,-5,-1,-3,-0.1,0.0,1.2
COc1ccc(CCN2C(=O)c3[nH]nc(-c4ccccc4O)c3C2c2ccc(C)cc2)cc1OC (stereo unspecified),-19,-3,0.8,0.8,2,-3,75*,-0.1,0.0,1.8
Cc1cc(C)c2c(=O)[nH]c(SCc3ccc([N+](=O)[O-])cc3)nc2n1,-4,0,1.1,1.1,-7,2,-6,-0.5,-0.9,4.4
CCCOc1ccc(C(C)=O)cc1CSCCC#N,-4,-7,0.9,0.9,x,-1,-2,-0.5,0.8,1.0
COc1ccc(C(=O)CN2C(=O)NC(C)(c3ccccc3)C2=O)cc1OC (stereo unspecified),-6,-1,1,0.9,x,-8,-2,-0.1,-3.5,0.3

# Entries of single compounds from above. Order of values: TNAP inh no acc | Efa HMGR inh | PMI act satM6P | PMI activator | S1P3 antag | TNAP inh hiacc | L major viab | Hsp70 act | Redox H2O2 prof | RAM network inh
# `COc1ccc(C(=O)CN2C(=O)NC(C)(c3ccccc3)C2=O)cc1OC` (stereo unspecified) in the list: -6 | -1 | 1 | 0.9 | x | -8 | -2 | -0.1 | -3.5 | 0.3
# `COc1ccc(CCN2C(=O)c3[nH]nc(-c4ccccc4O)c3C2c2ccc(C)cc2)cc1OC` (stereo unspecified) in the list: -19 | -3 | 0.8 | 0.8 | 2 | -3 | 75* | -0.1 | 0.0 | 1.8
# `COc1ccc(S(=O)(=O)N(C)c2ccc(C(=O)N3CCOCC3)cc2)cc1` in the list: -8 | 5 | 1 | 0.9 | -10 | -3 | -5 | -0.2 | 3.9 | -0.3
# `CC(C)(C)Oc1ncc(Br)c(OC(C)(C)C)n1` in the list: -14 | -1 | 1.1 | 0.9 | -15 | -8 | -10 | -0.2 | 0.4 | 0.6
# `Cc1cc(C)c2c(=O)[nH]c(SCc3ccc([N+](=O)[O-])cc3)nc2n1` in the list: -4 | 0 | 1.1 | 1.1 | -7 | 2 | -6 | -0.5 | -0.9 | 4.4

# Assay outcomes as filed in PubChem.
